# Autophagy HCS – modulators of autophagy; MEF GFP-LC3 puncta imaging; test concentration mostly 10 µM; calls only at 10 µM (by protocol); 0.98% of 190,000 active;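 active = percentage of spot-positive cells more than 3 SD above its plate mean, without a fluorescence outlier flag or 80% toxicity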;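 note: spot-positive cell cutoff set from DMSO-treated cells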
# Insulin prom up – MIN6 insulin promoter up-regulation; MIN6 insulin promoter-GFP reporter, high-content imaging; stronger effect = higher value; z-score at 5 µM; 0.3% of 190,000 active;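 active = z-score above 3 at 5 µM with at least 500 cells counted in the well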
# PhoP inhibition – PhoP-dependent GFP reporter repression – Salmonella Typhimurium, primary screen (AID 1863); S. Typhimurium PhoP-regulated promoter GFP reporter, 4 h; higher % means a stronger effect; inhibition, % at 50 µM, or IC50 in µM where a hit was titrated; 0.16% of 300,000 active;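 active = inhibition over 29.93%, a cutoff 3 SD above the screen mean, later confirmed by dose response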;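 note: 0% = low Mg2+ inducing control and 100% = high Mg2+ repressing control; strong numbers were not always called active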
# CSM14.1 death rescue – protection against thapsigargin-triggered cell killing – 384-well, CSM14.1, ATP luminescence, primary screen (AID 1222) | CSM14.1 thapsigargin-induced death rescue, ATP luminescence; higher % means a stronger effect | one-dose cellular ATP content (survival), % at 20 µM; EC50 in µM for titrated hits | 190,000 tested, under 10 active;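 active = EC50 below 50 µM in the dose-response confirmation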;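 note: death triggered by thapsigargin at about 15 µM added after 2 h compound pretreatment; cell ATP read after overnight thapsigargin exposure of roughly 18 to 22 hours; normalized against plate controls of thapsigargin alone and 5% DMSO vehicle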
# Lipid droplet – modulators of hepatic lipid droplet formation; AML12 mouse hepatocytes, oleate lipid droplets, BODIPY imaging; inhibition, % at 6.5 µM; 0.4% of 240,000 active; AID 1656;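 active = lipid droplet intensity inhibited by at least 50%, with more than 500 cells counted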
#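 Material – AML12 mouse liver cells · Also added – oleate loading, 100 µM · Compound dosing – 6.5 µM single-point dosing · Times – overnight treatment with compound plus oleate · Measured by – fluorescence imaging, 20x objective, two fields per well · Read-out – percent inhibition of filter-corrected integrated lipid droplet intensity per well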
# T cell HTS – modulates CD8 T cell binding to vesicles. 2C CD8+ T cell-vesicle binding, flow cytometry; stronger effect = lower value. calls only at 7 µM. 0.068% of 330,000 active;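 active = response, share of CD8 T cells binding vesicles, and their 90th percentile fluorescence all below set limits, cut at about 80% in these data, passing the limit was not always enough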
#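 Also added: QL9-peptide-loaded Drosophila micro-vesicles bearing Ld, ICAM-1 and B7-1; Test system: purified 2C TCR transgenic mouse naive CD8+ T cells; Measured by: cytometric PE anti-B7-1 and Alexa647 anti-CD8 signals after 1% paraformaldehyde fixation; Timing: binding step 1.5 h, 37 °C, antibody labelling 20 min, ice.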
# b-catenin transl – beta-catenin nuclear translocation modulation; HeLa beta-catenin nuclear translocation, immunofluorescence imaging; nuclear translocation activity, % at 5 µM; 0.3% of 190,000 active; AID 1665;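 active = nuclear translocation activity above 50% at 5 µM, with a well cell count of 50 or more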;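 note: per-cell ratio of nuclear to cytoplasmic median beta-catenin stain intensity; plate controls were DMSO negative control for no effect and GSK-3 inhibitor IX positive control for full effect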
#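 Technique: fluorescence imaging of beta-catenin antibody stain plus DAPI / Material: human HeLa cell line / Incubation: compound treatment 24 h, 37°C, 5% CO2 / Read-out basis: % activation of per-cell nuclear versus cytoplasmic median beta-catenin signal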
# Dynein cargo inh – dynein cargo transport inhibition. 0.47% of 220,000 active. z-score, hits read low. 3617.4 mouse cells, GR-EGFP nuclear translocation imaging; test concentration mostly 20 µM; stimulated with dexamethasone, 1 µM; stronger effect = lower value. AID 1381;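 active = plate z-score of nuclear minus cytoplasmic receptor signal below a set negative limit, without overly bright fluorescence or cell loss, cut at about -3.5 in these data, passing the limit was not always enough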;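 note: z-score of nuclear minus cytoplasmic ring GR-EGFP intensity difference per well; some compounds called inactive have numbers as strong as hits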
#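 Medium: Induction medium lacking tetracycline, stripped serum | Probe or stimulus: 1.0 µM final dexamethasone stimulus | Schedule: 48 h induction, then 1 h compound, then 30 min agonist, 37 °C | Signal: Automated 10x imaging of fixed Hoechst-stained cells | Evaluation: Per-cell GR-EGFP intensity, nucleus versus surrounding cytoplasmic ring, well-averaged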
# MT stabilizer – microtubule stabilization, imaging screen. HeLa tubulin immunostaining HCS, 24 h; share of cells brighter than vehicle mean+2SD. AID 2205. % tubulin-high responders, % at 10 µM. 0.83% of 200,000 active;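 active = plate Z-score above 3 for both tubulin-high and condensed-nucleus cell shares, with cell loss under 80%, at 10 µM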;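 note: anti alpha tubulin signal scored within the nucleus-defined area of each cell; some results filed as inactive read as strong as hits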
# Dynein cargo inh cytoplasmic EGFP – recorded beside Dynein cargo inh, whose call it bears; z-score; measured here: cytoplasmic GR-EGFP intensity; stronger effect = higher value
# Dynein cargo inh nuclear GR-EGFP – further read-out of Dynein cargo inh, marked with its call; z-score; measured here: nuclear GR-EGFP intensity;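 lower value marks the stronger effect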
# Dynein cargo inh cell count – recorded beside Dynein cargo inh, whose call it bears; z-score; measured here: cell count per field
# Insulin prom up cell count – also measured in Insulin prom up; calls as there; cell count; measured here: cytotoxicity, nuclei count;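 total cells summed across four imaged fields per well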
# Lipid droplet cells 6.5 µM – second read-out of Lipid droplet, no call of its own (marks repeat the call); cell count; measured here: cell count, cytotoxicity flag;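 cells counted across two imaged fields per well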
# b-catenin transl cell count 5 µM – further read-out of b-catenin transl, marked with its call; cell count; measured here: cell count, cytotoxicity flag
# T cell HTS vesicle-bound % – also measured in T cell HTS; calls as there; double positive events, %; measured here: CD8+ vesicle-bound cell fraction;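 binding gate set so that unloaded-vesicle control wells show 10% double positive cells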
# MT stabilizer Hoechst-high % – second read-out of MT stabilizer, no call of its own (marks repeat the call); % Hoechst-high responders; measured here: nuclear condensation Hoechst responders;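 share of cells brighter than vehicle mean plus two SD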
# MT stabilizer cytotoxicity % – also measured in MT stabilizer; calls as there; toxicity, %; measured here: cytotoxicity by cell density;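 0% = mean cell density of plate MIN control wells and 100% = no cells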
# Autophagy HCS cell loss 18 h – recorded beside Autophagy HCS, whose call it bears; toxicity, %; measured here: cell loss, nuclei count;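 cell loss after 18 h compound exposure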
# Numbers without * were called inactive; i = inactive; · = not tested or not shown; + = active, no number.
# Values in the order – Autophagy HCS	Autophagy HCS cell loss 18 h	Insulin prom up	Insulin prom up cell count	PhoP inhibition	CSM14.1 death rescue	Lipid droplet	Lipid droplet cells 6.5 µM	T cell HTS	T cell HTS vesicle-bound %	b-catenin transl	b-catenin transl cell count 5 µM	Dynein cargo inh	Dynein cargo inh cytoplasmic EGFP	Dynein cargo inh nuclear GR-EGFP	Dynein cargo inh cell count	MT stabilizer	MT stabilizer Hoechst-high %	MT stabilizer cytotoxicity %
1) Cn1c(=O)c2ncn(CC(=O)NCCOCc3ccccc3Cl)c2n(C)c1=O
  i	4	-0.21	1254	-6%	-1.7%	-5	733	i	17	·	·	0.084	-0.29	0.072	-0.75	4.8	3.2	1.6
2) Cc1ccc(/C=N/NC(=S)N2CCOCC2)cc1
  i	13	0.44	1303	-6%	-4.5%	-8	660	i	52	-1.2	949	0.48	-0.27	0.41	-0.75	2.8	3.0	2.0
3) O=C(Nc1nnc(C2CCCCC2)s1)c1ccco1
  i	8	0.68	1500	-5%	0.1%	·	·	i	8	-0.9	927	-0.47	-0.068	0.12	-0.63	9.0	1.8	7.0
4) COCc1[nH]nc2c1C1(CCSCC1)C(C#N)=C(N)O2
  i	2	0.04	1955	-5%	-2.8%	1	668	i	12	-1.7	1093	-0.82	-0.22	-0.15	-0.39	3.1	1.5	8.4
5) C=CCNC(=O)CN(c1ccccc1OCC)S(=O)(=O)c1ccc(C)cc1
  i	-1	0.52	854	0%	-3.5%	-28	660	i	28	0.8	1093	-0.2	-0.061	-0.007	0.67	1.8	1.6	4.4
6) Cc1ccc(Nc2nc(-c3ccc(S(=O)(=O)N4CCCC4)cc3)cs2)cc1C
  i	17	-2.9	619	-4%	-1.3%	·	·	i	48	1.5	1409	-0.13	-0.19	0.37	0.28	4.0	2.3	1.9
7) CCc1ccc(OCC(=O)O/N=C(\N)Cc2ccc([N+](=O)[O-])cc2)cc1
  i	5	0.12	1306	14%	-1.6%	-5	701	i	58	-1.2	1112	-1.3	-0.23	-0.58	2.1	1.4	1.4	4.5
8) CC(C)(C)c1ccc(C(=O)N2CCC(=O)N(C(CO)Cc3ccccc3)CC2)cc1 (stereo unspecified)
  i	7	0.17	1122	6%	-2.6%	-2	730	i	13	·	·	0.6	-0.28	0.59	0.69	2.3	0.9	5.4
9) NC(=O)CNC(=O)C1CCCc2c1[nH]c1ccc(Cl)cc21 (stereo unspecified)
  i	-3	-0.34	1080	7%	-2.2%	4	704	i	44	·	·	0.37	-0.25	0.044	-0.072	2.5	1.7	3.1
10) COC(=O)c1c(NC(C)=O)csc1C
  ·	·	0.03	1435	-9%	·	1	723	i	13	-1.1	1208	0.036	-0.28	-0.0073	0.39	·	·	·
11) CCOC(=O)NN1C(=O)c2ccccc2NC12CCCC2
  i	22	·	·	-3%	-0.9%	26	741	i	27	-0.4	591	-0.33	-0.16	-0.11	0.23	1.9	1.9	4.3
12) Cc1cc(C(F)(F)F)nn1CC(=O)NCc1ccccc1
  i	-8	-1.3	933	3%	0.0%	16	750	i	57	0.3	1154	-0.3	-0.26	0.14	-0.024	0.7	1.4	7.5
13) CC1(C)CC(=O)C2=C(C1)OC1=C(C(=O)CC(C)(C)C1)C2c1ccc(O)cc1O
  i	8	0.6	1538	34%	0.4%	·	·	i	41	-3.4	989	-5.2	5.4	-1.8	-2.8	4.3	1.9	5.0
14) CCOc1cc2oc(=O)c3c(c2cc1Cl)CCC3
  i	4	-0.1	1129	-6%	·	-4	613	i	67	-0.6	1027	0.1	-0.26	0.41	0.0061	7.1	2.4	97
15) Cc1cc(C)c2cc(CN(CCN3CCCC3)C(=O)Nc3ccc(F)cc3)c(=O)[nH]c2c1
  i	-45	-1.3	1008	9%	-5.3%	·	·	i	15	-2.5	826	0.081	-0.25	-0.26	0.99	4.5	1.8	1.0
16) O=[N+]([O-])c1cc(C(F)(F)F)ccc1NCCCN1CCOCC1
  i	6	-1.1	1340	6%	-0.9%	-4	707	i	53	0.7	1125	-0.39	-0.25	-0.42	0.14	8.4	1.0	7.7
17) CCN1CCN(CCNC(=O)c2ccc(/C=C3/Sc4ccccc4N(Cc4cccc(Cl)c4)C3=O)cc2)CC1
  +	-23*	-2.1	794	-1%	-14%	-7	673	i	7	20	839	2.4	0.49	1.8	-1.7	3.9	2.9	0.7
18) CCOCC(=O)Nc1cc(C(=O)Nc2ccc(F)cc2)ccc1Cl
  i	0	-0.26	1426	-7%	-0.3%	-3	646	i	49	1.7	1014	0.43	-0.21	0.25	0.53	2.7	1.5	13
19) CCOC(=O)C1CCN(S(=O)(=O)c2ccc3[nH]c(=O)oc3c2)CC1
  i	8	0.27	859	5%	-0.9%	·	·	i	30	·	·	-0.81	-0.28	-0.48	1.1	1.7	3.8	6.4
20) COc1ccccc1C1C(C(=O)c2cc3ccccc3o2)=C(O)C(=O)N1CCN(C)C (stereo unspecified)
  i	7	-0.22	1207	-4%	5.9%	12	817	i	36	-3.6	1099	0.5	-0.17	0.45	0.65	1.6	4.2	10
21) COc1ccc(/C=C/c2nc(-c3ccccc3O)n[nH]2)cc1OC
  i	8	-0.13	1417	-16%	2.1%	-21	646	i	52	-0.3	1151	0.15	-0.22	0.11	0.0077	6.4	2.3	9.7
22) Nc1ccc(C(=O)Nc2ccc3nc(-c4cccnc4)[nH]c3c2)cc1
  i	-25	1.1	1393	9%	-2.1%	·	·	i	31	1.0	1395	0.8	-0.36	0.5	-0.33	2.2	2.6	10
23) CC(=O)N1CCc2cc(S(=O)(=O)NC(C(=O)NCc3ccccc3)C(C)C)ccc21 (stereo unspecified)
  i	-2	-0.02	1763	-2%	-1.8%	-15	643	i	52	2.2	1087	-0.4	-0.067	0.13	0.74	4.2	2.2	5.5
24) CN1c2ccccc2Oc2c(c(=O)n(C)c(=O)n2C)C1c1cccc([N+](=O)[O-])c1 (stereo unspecified)
  i	-8	-0.27	1523	1%	3.9%	·	·	i	12	-3.2	1348	-0.74	-0.19	-0.99	-0.22	1.6	1.2	1.0
25) CC(C)Cc1cc(C(=O)Nc2cc(C(F)(F)F)ccc2Cl)no1
  i	-4	1.3	872	6%	-0.6%	-6	794	i	22	0.6	1001	-0.76	-0.25	-0.39	0.77	1.7	1.6	7.9
26) CCOC(=O)N1CCC(N2CCN(Cc3ccc(C)o3)C(CCO)C2)CC1 (stereo unspecified)
  i	16	·	·	-4%	0.2%	-11	695	i	16	0.0	956	-0.99	-0.27	-0.3	0.48	1.9	2.3	6.4
27) FC(F)(F)c1cc(N2CCNCC2)c2ccccc2n1
  ·	·	-0.43	1488	-5%	·	-15	665	i	36	2.8	985	0.069	-0.11	-0.22	0.83	·	·	·
28) O=C(c1c(O)c2ccccc2oc1=O)C1CCC1
  i	4	-0.23	1507	-18%	-0.5%	·	·	i	43	-0.7	1395	2	-0.24	1.3	-1.8	2.5	2.2	8.6
29) CCCCC(=O)Nc1ccc(C(=O)Nc2ccc3c(c2)OCO3)cc1
  i	27	0.36	1206	-5%	1.4%	19	782	i	38	-1.5	1037	-0.14	-0.25	-0.17	1.3	2.8	1.3	6.0
30) CCCCC#Cc1cncc(C(=O)NN)c1
  ·	·	-0.14	1067	4%	·	-3	722	i	60	0.2	1218	0.13	-0.28	0.023	0.048	·	·	·
31) Cn1ccnc1SCC(=O)n1c2c(c3ccccc31)CCCC2
  i	11	-0.04	1146	16%	1.9%	5	662	i	52	0.4	995	0.77	-0.31	0.15	-0.25	5.7	2.5	0.8
32) CCCCN(C)Cc1c(C)[nH]c2ccc(C)cc2c1=O
  i	2	1.2	1382	-14%	0.3%	·	·	i	25	-3.2	1005	-0.58	-0.23	-0.45	0.61	2.5	1.5	11
33) CC(C)(C)C(=O)O/N=C(\N)c1ccc(Oc2cc(Cl)cc(Cl)c2)c([N+](=O)[O-])c1
  ·	·	·	·	-11%	·	19	814	i	58	-1.1	1316	1.4	-0.24	0.83	-1	·	·	·
34) Cc1cc(Nc2ccccc2F)n2nc(C)nc2n1
  i	16	-0.97	1340	6%	-2.3%	-5	731	i	57	1.9	569	-0.29	-0.056	0.54	0.63	1.8	1.4	8.6

# Entries of single compounds, quoted from the list. Values in the order: Autophagy HCS	Autophagy HCS cell loss 18 h	Insulin prom up	Insulin prom up cell count	PhoP inhibition	CSM14.1 death rescue	Lipid droplet	Lipid droplet cells 6.5 µM	T cell HTS	T cell HTS vesicle-bound %	b-catenin transl	b-catenin transl cell count 5 µM	Dynein cargo inh	Dynein cargo inh cytoplasmic EGFP	Dynein cargo inh nuclear GR-EGFP	Dynein cargo inh cell count	MT stabilizer	MT stabilizer Hoechst-high %	MT stabilizer cytotoxicity %
# Cc1cc(Nc2ccccc2F)n2nc(C)nc2n1 in the list: i	16	-0.97	1340	6%	-2.3%	-5	731	i	57	1.9	569	-0.29	-0.056	0.54	0.63	1.8	1.4	8.6
# Cn1ccnc1SCC(=O)n1c2c(c3ccccc31)CCCC2 in the list: i	11	-0.04	1146	16%	1.9%	5	662	i	52	0.4	995	0.77	-0.31	0.15	-0.25	5.7	2.5	0.8

# High-throughput results (PubChem)
